# Screening data: PubChem, several laboratories
# TWEAK Fn14 block: inhibitors of TWEAK-Fn14 signaling, primary screen, luciferase reporter cells, uHTS; inhibition, % at 10 µM; TWEAK-stimulated Fn14 reporter cells, luciferase luminescence, 8 h; 360,000 compounds, 2% hits; in the data active means inhibition above about 50%
# KKLEB cytotox: cytotoxicity in KKLEB CF airway cells, primary screen, cytotoxicity control for CF NF-kB inhibitor project, cell-based, uHTS, fluorescence assay plates | 360,000 compounds, 0.36% hits | AID 602141, 2011 | KKLEB CF airway cells viability, ATPlite luminescence, overnight; stronger effect = lower value; cells stimulated with P. aeruginosa culture filtrate | activity change (cytotoxicity), % at 5 µM;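 active means corrected activity change at or below -50% at 5 µM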
# NCOA1 inh: SRC1 coactivator transcriptional activity inhibitors, primary screen, cell-based, luminescence. Nuclear receptor coactivator 1 (Homo sapiens), Q15788. HEK293 GAL4-SRC1 luciferase reporter. inhibition, % at 3.6 µM. 360,000 compounds, 0.12% hits. AID 588354, 2011;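 active means inhibition above the campaign mean plus 3 SD, with each screening campaign given its own cutoff, cut at about 60% in these data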;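 further: 0% = DMSO treated cells and 100% = gossypol at 36 µM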
# C8 TRAIL sens: viability loss with TRAIL in NB7+C8 cells, primary screen, TRAIL sensitizer project, cell-based, ATPlite luminescence | inhibition (viability loss, TRAIL sensitization), % at 10 µM | 360,000 compounds, 1% hits | AID 624354, 2012;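 active means compounds causing at least 50% loss of cell viability in the single-dose screen, relative to plate controls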
# LMP1 NFkB inh: EBV LMP1-driven NF-kappaB luciferase reporter inhibitors, primary screen, cell-based, luminescence, single point; LMP1-induced NF-kappaB luciferase reporter cells; AID 504558, 2011; 350,000 compounds, 0.69% hits; inhibition, % at 12.5 µM; in the data active means inhibition above about 41%;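 further: 0% = neutral control wells and 100% = reference inhibitor control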
# SRC2 inh: inhibition of GAL4-SRC2 driven luciferase reporter, primary screen, SRC2 inhibitor project, cell-based, luminescence. Nuclear receptor coactivator 2 (Homo sapiens), Q15596. 370,000 compounds, 0.17% hits. inhibition, % at 9 µM. HEK293 GAL4-SRC2 luciferase reporter;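 active means inhibition above the mean inhibition of all tested compounds plus 3 SD, set per campaign, cut at about 52% in these data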;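 further: 0% = DMSO treated cells and 100% = cells given Gossypol at 36 µM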
# NR5A2 inv ag: LRH-1 (NR5A2) inverse agonists, primary screen, cell-based, luminescence, HEK293T, StAR-luciferase reporter. 360,000 compounds, 0.13% hits. Nuclear receptor subfamily 5 group A member 2 (Homo sapiens), O00482. inhibition, % at 3.6 µM. LRH-1 transfected, 24 h;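 active means inhibition above the mean inhibition of all tested compounds plus 3 SD, cut at about 73% in these data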;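 further: 0% = DMSO wells and 100% = reporter-only cells lacking LRH-1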
# Target sequence (O00482 whole entry, looked up): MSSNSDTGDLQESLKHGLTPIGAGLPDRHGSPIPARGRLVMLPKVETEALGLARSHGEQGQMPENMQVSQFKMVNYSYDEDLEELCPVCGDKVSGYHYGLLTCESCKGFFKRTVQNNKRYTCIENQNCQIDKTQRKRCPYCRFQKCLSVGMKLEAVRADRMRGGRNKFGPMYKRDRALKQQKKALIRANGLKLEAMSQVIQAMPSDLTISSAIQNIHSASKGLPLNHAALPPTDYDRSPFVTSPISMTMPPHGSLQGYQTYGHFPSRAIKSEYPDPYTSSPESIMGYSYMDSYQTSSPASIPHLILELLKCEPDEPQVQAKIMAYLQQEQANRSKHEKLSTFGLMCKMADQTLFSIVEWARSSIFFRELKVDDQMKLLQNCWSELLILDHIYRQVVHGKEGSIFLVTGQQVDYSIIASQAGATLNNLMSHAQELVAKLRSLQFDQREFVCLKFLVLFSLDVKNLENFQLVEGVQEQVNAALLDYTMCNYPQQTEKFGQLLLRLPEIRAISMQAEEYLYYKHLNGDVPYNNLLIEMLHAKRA
# TROY signal inh: inhibitors of TROY-driven NF-kB signaling, primary screen, Q293 LMP1-TROYcd cells, NF-kB luciferase, uHTS | inhibition, % at 10 µM | Q293 LMP1-TROYcd NF-kB luciferase reporter, 4 h | AID 1347056, 2019 | 360,000 compounds, 0.98% hits;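 active means compounds whose plate-normalised and pattern-corrected inhibition of the luciferase reporter signal at the single screening dose is 50% or more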
# COUP-TFII inh: NR2F2 transcriptional activity inhibitors, primary screen, cell-based, luciferase reporter, HEK293T, luminescence | COUP transcription factor 2 (Homo sapiens), P24468 | inhibition, % at 8.6 µM | AID 686940, 2013 | HEK293T NGFI-A luciferase reporter | 370,000 compounds, 0.7% hits;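 active means inhibition above a per-plate cutoff, mean inhibition of test wells between control levels plus 3 SD, cut at about 38% in these data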;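 further: cells cotransfected with COUP-TFII expression vector driving the NGFI-A reporter; 0% = median of COUP-TF2 test wells and 100% = reporter-only cells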
# Target sequence (P24468 whole entry, looked up): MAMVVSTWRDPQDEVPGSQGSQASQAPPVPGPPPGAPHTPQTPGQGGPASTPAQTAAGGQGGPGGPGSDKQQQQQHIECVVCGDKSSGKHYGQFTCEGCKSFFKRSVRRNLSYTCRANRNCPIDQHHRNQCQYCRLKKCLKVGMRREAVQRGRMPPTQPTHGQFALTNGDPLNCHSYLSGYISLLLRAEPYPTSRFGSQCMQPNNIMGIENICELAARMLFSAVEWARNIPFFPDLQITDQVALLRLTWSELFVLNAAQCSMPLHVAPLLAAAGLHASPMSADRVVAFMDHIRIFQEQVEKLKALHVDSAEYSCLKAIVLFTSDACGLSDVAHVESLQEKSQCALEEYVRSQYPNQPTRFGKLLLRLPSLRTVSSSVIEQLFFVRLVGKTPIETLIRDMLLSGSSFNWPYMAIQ
# CF NFkB inh: inhibitors of PAF-induced NF-kB signaling, primary screen, cell-based, GFP fluorescence, uHTS; KKLEB NF-kB-GFP reporter, GFP fluorescence overnight; inhibition, % at 5 µM; 360,000 compounds, 0.86% hits; AID 588850, 2011;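 active means at least 50% inhibition at 5 µM, scaled per plate between neutral and stimulator controls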;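 further: PAF is a Pseudomonas aeruginosa culture filtrate used as stimulus; plate controls were PAF-stimulated DMSO wells for no effect and unstimulated DMSO wells for full effect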
# NCOA3 inh: SRC3 coactivator transcriptional activity inhibitors, primary screen, cell-based, luminescence | HEK293 GAL4-SRC3 luciferase reporter | inhibition, % at 3.6 µM | 360,000 compounds, 0.17% hits | AID 588352, 2011;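 active means inhibition above a per-campaign cutoff, the mean of all compounds plus 3 SD, cut at about 60% in these data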;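 further: 0% = DMSO-treated cells and 100% = gossypol-treated cells at 36 µM; higher means less SRC3-driven luciferase light from the GAL4 reporter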
# * marks the source's active call; other numbers are inactive results; · = no result given.
# Fields – TWEAK Fn14 block, NCOA3 inh, C8 TRAIL sens, KKLEB cytotox, NR5A2 inv ag, SRC2 inh, LMP1 NFkB inh, NCOA1 inh, COUP-TFII inh, CF NFkB inh, TROY signal inh
O=C(CCNS(=O)(=O)c1ccc(Br)cc1)NC1CCCCC1
  6, 16, 7, 15, 5, -5, 3, 11, 15, -5, -15
CCN1C(=O)c2ccccc2Sc2ccc(C(=O)NC(C)C)cc21
  -14, -4, 15, 4, 1, 10, -10, 6, 10, -10, 0
O=C(O)c1ccc(-n2c(-c3ccc(Br)cc3)n[nH]c2=S)cc1
  13, -7, -4, -14, 12, ·, 4, 0, ·, 4, 3
O=C(Cn1cnc([N+](=O)[O-])c1)c1ccc(F)cc1
  2, -2, -4, 20, -6, -22, 1, -6, -8, -7, -7
O=C(CCCN1C(=O)S/C(=C\C=C\c2ccccc2)C1=O)Nc1ccc(C(=O)O)cc1
  -17, -15, -17, 5, -47, -22, 0, -3, 0, -7, -25
O=C(NC(c1ccccc1)c1ccsc1)C1CCN(Cc2ccccc2)CC1 (stereo not drawn)
  -19, -15, -17, 0, -6, -17, ·, -2, -21, -42, -6
COC(=O)CSc1nnc2n(C3CCCCC3)c(=O)c3c4c(sc3n12)CCCC4
  29, 5, 5, -8, 13, -12, -2, -17, 5, 5, 21
Cc1cc(F)ccc1NCC(=O)Nc1ccccc1Br
  2, -7, -4, -1, -7, -18, -6, -28, -18, 8, -59
O=C(NCCS(=O)(=O)NCc1ccccc1Cl)c1ccc2c(c1)OCO2
  6, 10, 14, -1, 17, 2, -6, 7, -8, -13, 9
O=C(COc1ccc(Cl)cc1)N(Cc1ccccc1)c1ccccn1
  -1, 2, -11, -1, -10, 0, -7, -3, 17, 4, 8
Cn1cccc1C(=O)C(=O)Nc1ccccc1
  14, -98, 32, 11, -125, -35, 6, -92, -43, -5, -30
CCC(C)(C)NC(=O)C(c1ccc(OC)cc1)N(C(=O)CCC(=O)Nc1cc(C)on1)c1cc(OC)ccc1OC (stereo not drawn)
  38, 7, 1, 10, 12, 4, -3, 7, 9, -6, 1
Cc1nc2c(Br)c(C)nn2c2c1CCC2
  17, 1, 10, -2, -9, -13, -4, -21, 5, 9, -2
O=C(NCC(=O)N1CCCCCC1)c1ccc(OC(F)F)cc1
  0, 10, -5, 3, 8, -6, -3, -19, -5, 3, -14
COc1ccc(-n2nc(C(=O)NCC(=O)N3CCN(C)CC3)c3ccccc3c2=O)cc1
  28, -18, -5, -9, 4, 5, -2, -17, 5, -2, -4
COc1ccccc1NC(=O)COC(=O)CC(C)(C)CC1=NS(=O)(=O)c2ccccc2N1
  3, 3, 3, -5, 9, -5, 11, -188, -9, -34, -4
COc1ccc(Cc2nnc(Cl)c3ccccc23)cc1OC
  -3, -5, -1, -3, 17, -8, 11, -4, -3, -14, 3
CC1CCCCC12NC(=O)N(CC(=O)N1CCN(C(=O)c3ccco3)CC1)C2=O (stereo not drawn)
  -1, 5, -14, 2, -14, 25, -105, 8, -7, 23, -8
O=C(Nc1ccc(N2CCOCC2)c(S(=O)(=O)Nc2ccccc2Cl)c1)c1ccc(=O)[nH]n1
  -43, 6, -7, -11, 26, -18, 3, -2, -13, 3, 15
CCCCOc1ccc(/C=N/NC(=O)C2CCCNC2=O)cc1 (stereo not drawn)
  -8, 4, 0, 8, -15, 13, -7, -2, -6, -15, -33
COc1ccc2cc(CCNC(=O)c3cccs3)c(=O)[nH]c2c1
  -7, -114, 5, 0, -106, -57, -14, -80, -31, -33, -62
S=C(NCCc1ccc(Cl)cc1)NC1CCCC1
  -18, -38, 7, 14, -22, -69, -8, -18, 14, -9, -89
CC(C)n1c(=S)[nH]c2cc(C(F)(F)F)ccc21
  18, 23, 9, 9, -15, -29, -4, -1, -5, -10, -7
CC(C)[C@H](N[C@@H](C)c1ccccc1)c1c(O)ccc2ccccc12
  5, -21, -13, 4, 12, 4, 66*, -40, 2, 7, 20
C/C(=N\Nc1nc2ccccc2[nH]1)c1ccccn1
  5, 79*, 58*, -22, 84*, -59, 93*, 75*, -43, 27, 25
Cc1cc(C)c(C)c(S(=O)(=O)Nc2cccnc2)c1C
  -12, 15, -11, -1, 6, 1, 1, -4, 17, 10, -9
COC(=O)C[C@@H]1C[C@H]2c3cc(NS(C)(=O)=O)ccc3O[C@H]2[C@H](CO)O1
  0, 0, -19, 1, -6, -23, -4, -10, -9, -2, 1
CC1Cc2ccccc2N1C(=O)CSc1nnc(-c2ccc(S(=O)(=O)N3CCCC3)cc2)n1C (stereo not drawn)
  29, 13, 9, 13, -1, 2, 7, -17, 2, 0, -3
COc1ccc(C)cc1NC(=O)c1ccc2c(SCC(=O)O)c3c(nc2c1)CCCC3
  -16, 16, 13, 10, -6, 12, 1, 18, 3, -11, -10
CCn1c(COc2cccc(OC)c2)nnc1SCC(=O)Nc1cc(OC)ccc1OC
  3, 10, -17, 5, -7, 9, -9, -2, 5, 5, 14
COC(=O)NCC1(C)CC(NC(=O)OC)CC(C)(C)C1 (stereo not drawn)
  5, 4, -15, -1, 15, -36, 1, 7, 9, -2, 8
O=C(Nc1ccccc1F)N1CCc2ccccc2C1
  -6, -91, -13, 6, -103, -59, -27, -78, -17, -12, -6
Cc1ccc(O)c(C2=NCCNC(C(F)(F)F)=C2)c1
  0, 5, -3, -6, 1, -1, -3, -12, -1, 5, -3
O=C(Nc1nn[nH]n1)c1cccc(Oc2ccccc2)c1
  -8, -1, -8, -2, 8, 14, 1, 1, 8, 0, -5
COc1cc(C2C(C(C)=O)=C(O)C(=O)N2CCc2ccc(OC)c(OC)c2)ccc1O (stereo not drawn)
  -11, 7, 3, 0, 14, -20, -4, 2, 6, -15, 15
COc1cc(/C=C/C(=O)O)cc(OC)c1O
  13, -8, -12, -22, -14, 6, 2, 9, 8, -8, 4
Nc1nnn(CC(=O)N/N=C/c2ccc(O)cc2)n1
  -6, 13, 1, 3, -13, -40, -8, -36, -16, -2, 2
Brc1c(CSc2nnc(-c3ccco3)o2)nc2ccccn12
  -15, -1, 31, -10, -49, -71, 3, -26, -10, 3, -32
COc1ccc(C(=O)Nc2nnc(S(=O)(=O)N3CCCCCC3)s2)cc1OC
  -58, 11, -4, 0, -11, 0, 3, -2, -26, -14, 6
Brc1ccc(C2Nc3cccc4cccc(c34)N2)o1
  19, 2, -15, 0, -2, ·, -7, -4, ·, -11, 13
COc1ccc(NC(=O)CN2C(=O)COc3ccc(S(=O)(=O)N4CCOCC4)cc32)cc1Cl
  -7, -10, 9, -6, -1, 2, -4, 7, 11, 14, -4
N#Cc1ccc(OC(=O)Cc2ccsc2)cc1
  5, -7, -7, 24, 20, -6, 3, -7, -27, -4, -6
CCOCCN1CCN(c2c3c(nc4cc(-c5ccc(F)cc5)nn24)CCC3)CC1
  -44, 8, 9, -8, -17, -23, -10, -8, -5, -4, -42
Cc1cccc(N2CCN(C(=O)CN3C(=O)C4CC=CCC4C3=O)CC2)c1C (stereo not drawn)
  0, -39, 3, 16, -54, 17, -2, -63, -25, -6, -34
CCOc1ccc(CCNC(=O)COC(=O)c2nc(Cl)ccc2Cl)cc1OCC
  3, 5, -7, 2, 42, 0, -7, -1, -21, -24, 0
c1ccc(-c2cn3nc(-c4ccccc4)cnc3n2)cc1
  14, -56, 23, 1, -178, -58, -2, -82, -29, -18, -55
CCOc1ccc(S(=O)(=O)N2CCC(C(=O)NCC3CCCO3)CC2)cc1Cl (stereo not drawn)
  4, 6, 10, -9, 4, 7, -5, -15, -6, 11, -20
O=C(COC(=O)c1ccccc1N1C(=O)C2C3CCC(C3)C2C1=O)c1ccccc1 (stereo not drawn)
  -2, 14, 2, 8, 13, -8, -3, 1, -16, -4, 5
CC(C)c1c(O)nc(SCC(=O)N2CCOCC2)[nH]c1=O
  3, 10, -3, -1, -24, -14, -5, 8, 2, 13, -3
CN(C)c1ccc(C(=O)C=Cc2ccc([N+](=O)[O-])cc2)cc1
  -9, -12, -5, -3, -12, -14, 3, 5, -5, 21, -42
N/C(CCS(=O)(=O)c1ccc(Cl)cc1)=N\OC(=O)c1ccccc1C(F)(F)F
  -24, 7, 55*, -9, -2, 21, -18, 2, 3, 31, -31
Cc1ccn2c(-c3csc(Nc4ccc(C(=O)O)cc4)n3)c(C)nc2c1
  22, -7, -8, 12, 8, 12, -5, -6, -9, -3, 0
Cc1cc(C(F)(F)F)nc(-n2cc(-c3cccc(N)c3)nn2)n1
  -21, 20, -23, 2, -16, -9, 1, 6, 24, 2, -8
COc1ccc(-c2nnc(SCC(=O)N3CCCCC3)o2)cc1OC
  -12, 0, -10, -6, -5, 0, -1, -3, 7, -5, 1
CC(=O)Nc1ccccc1OCC(O)CS(=O)(=O)c1ccc(C(F)(F)F)cn1 (stereo not drawn)
  15, -6, 19, -21, 11, -5, 1, 16, 10, 18, 10
Cc1cc(C)n(-c2cccc3cccnc23)n1
  3, 6, -3, -6, 1, -17, -5, -4, -10, 2, -7
CCCCCC(=O)Nc1sc(C)c(C)c1C#N
  30, 0, 12, 15, -28, -11, -2, -10, -30, -12, -19
CCC(C)CCN1C(Nc2ccccc2)=NC[C@@H]1Cc1ccccc1 (stereo partly drawn)
  -19, -45, 24, 23, 23, 10, 5, 1, -19, -20, -2
Cc1nnc(N/N=C/c2ccc(O)c([N+](=O)[O-])c2)[nH]c1=O
  2, 4, -2, -6, 9, -21, -8, -1, 5, -17, -1
Cn1ccc2c(-c3ccc(F)cc3)cc3c(c21)C1CCC3C1 (stereo not drawn)
  -3, 8, 0, -8, -15, 3, ·, -1, -13, 18, 13

# Next records.
# Fields – TWEAK Fn14 block, NCOA3 inh, C8 TRAIL sens, KKLEB cytotox, NR5A2 inv ag, SRC2 inh, LMP1 NFkB inh, NCOA1 inh, COUP-TFII inh, CF NFkB inh, TROY signal inh
COc1ccc(C2N(C(C)=O)CCN2S(=O)(=O)c2ccc(C)cc2)cc1 (stereo not drawn)
  2, 10, -25, 5, -20, 9, -8, -59, -11, 6, -2
O=C1CCCc2c1cc(C(=O)NCCCN1CCOCC1)c(=O)n2-c1ccc(Cl)cc1
  3, -21, -19, 5, -7, -31, 3, 7, 22, 16, 8
NCCCC[C@@H]1NC(=O)[C@H](CCC(=O)O)NC(=O)c2cc([N+](=O)[O-])cc(I)c2NCC[C@@H](C(N)=O)NC1=O
  3, -15, 0, -11, -23, ·, -10, -8, ·, 15, 6
COc1ccc(NC(=O)CSc2nnc3ccc(-c4ccccn4)nn23)cc1OC
  -24, 12, 12, -9, -18, -1, 7, 11, -12, 14, 5
Clc1ccc(SCCCCn2ccnc2)cc1
  -3, 3, -4, 3, 12, 12, -6, 19, 1, 4, -1
